# Assay outcomes deposited in PubChem by several laboratories.
# Runt-SMMHC FRET: Runt domain-CBFb-SMMHC interaction inhibition; Q01196+Q13951; Cerulean-Runt/Venus-CBFb-SMMHC FRET ratio 530/480, 1 h; inhibition, % at 20 µM; actives 0.74% (n = 220,000); AID 1434;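 active = mean inhibition across duplicate retests at 20 µM reaching about 50%, limit read from the data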;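 note: 0% = DMSO wells and 100% = wells with excess untagged CBFb-SMMHC; inhibitors lower the FRET ratio by blocking Runt binding to CBFb-SMMHC; some results filed as inactive read as strong as hits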
# Runt-CBFb FRET: inhibitors of human RUNX1 Runt domain binding to CBFb | Q01196+Q13951 | inhibition, % at 20 µM | AID 1496 | actives 0.46% (n = 220,000) | Cerulean-Runt/Venus-CBFb FRET ratio 530/480, 1 h;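 active = inhibition over about 50% at 20 µM in the single-dose screen, limit read from the data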;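 note: 0% = DMSO wells and 100% = excess unlabeled CBFb competitor control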
#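 Assay system: Cerulean-tagged RUNX1 Runt domain (FRET donor) fusion protein / Amount: 100 nM each of Venus-CBFb and Cerulean-Runt domain / Medium: Tris buffer pH 7.5 with salts and BSA / Also added: Venus-CBFb 100 nM / Schedule: 1 h complex formation plus 1 h compound treatment, room temperature / Signal: FRET fluorescence / Read-out: loss of energy transfer signal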
# MDM2 E3 inh: inhibitors of human Mdm2 E3 ubiquitin ligase | cell-based MDM2 ubiquitination luciferase reporter, 2 h; 0 = plate control, 100 = twice control, blank-subtracted | signal enhancement, % at 5 µM | actives 0.11% (n = 210,000) | AID 1230;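 active = signal enhancement of 30% or more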;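 note: luminescence tracks abundance of the self-degrading MDM2-luciferase fusion protein; higher signal means inhibition of MDM2 E3 ligase activity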
#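 Assay system: mammalian cells stably expressing self-ubiquitinating, self-degrading MDM2 E3–luciferase fusion. Quantity: 2000 cells in each well. Medium: DMEM culture medium. Compound dosing: single-point 5 µM. Timing: cell settling 4 h, compound treatment 2 h, both 37 °C. Technique: luciferase luminescence. Read-out basis: percent signal gain over controls, blank-subtracted. Benchmarks: plate controls and plate blanks.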
# Hck Nef HTS: blocks Nef-activated human Hck kinase. P08631. Recombinant Hck-YEEI plus Nef, Z-Lyte FRET kinase assay. inhibition, % at 20 µM. actives 0.68% (n = 220,000);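 active = Hck-Nef kinase inhibition above about 50%, limit read from the data; inactive = inhibition below that limit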;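 note: 0% = DMSO with Hck plus Nef and 100% = Hck alone without Nef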
# NPY Y1 blocker: antagonists of human neuropeptide Y receptor Y1. HEK293-CNG Y1 cells, membrane potential fluorescence; NPY at EC95, then isoproterenol. P25929. AID 1040. inhibition, % at 3.6 µM. actives 1% (n = 200,000);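 active = inhibition above the campaign mean inhibition of all tested compounds plus 3 SD, cut at about 20% in these data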;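 note: 0% = DMSO wells given NPY plus isoproterenol and 100% = isoproterenol alone without NPY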
#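 Assay system: HEK293 cells with Y1 receptor plus CNG channel | Probe or stimulus: NPY (25 nM), isoproterenol (1 µM), Ro 20-1724 (25 µM) | Timing: Compound incubation 1 h at room temperature, readout 45 min post-stimulation | Measured by: Membrane-potential fluorescent dye readout | Benchmarks: High control isoproterenol alone, low control NPY with isoproterenol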
# NPY2 pot ag: potentiates or activates human NPY-Y2 receptor; cells expressing NPY-Y2, potentiator/agonist read-out; actives 0.45% (n = 220,000); P49146; activation, % at 3.6 µM; AID 1359; in the data active = activation above about 27%;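 note: cells stimulated with NPY near EC25 plus isoproterenol at EC100; 0% = vehicle plus submaximal agonist and 100% = vehicle plus saturating agonist; some results beyond the cut were filed as inactive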
# p97 inhibitor: human p97 ATPase inhibition | recombinant p97 ATPase, Kinase-Glo ATP luminescence, 3 h | inhibition, % at 8 µM | actives 0.42% (n = 220,000) | AID 1481; in the data active = inhibition above about 15%;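 note: 0% = DMSO vehicle and 100% = wells lacking enzyme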
# Target sequence (P55072 whole entry, looked up): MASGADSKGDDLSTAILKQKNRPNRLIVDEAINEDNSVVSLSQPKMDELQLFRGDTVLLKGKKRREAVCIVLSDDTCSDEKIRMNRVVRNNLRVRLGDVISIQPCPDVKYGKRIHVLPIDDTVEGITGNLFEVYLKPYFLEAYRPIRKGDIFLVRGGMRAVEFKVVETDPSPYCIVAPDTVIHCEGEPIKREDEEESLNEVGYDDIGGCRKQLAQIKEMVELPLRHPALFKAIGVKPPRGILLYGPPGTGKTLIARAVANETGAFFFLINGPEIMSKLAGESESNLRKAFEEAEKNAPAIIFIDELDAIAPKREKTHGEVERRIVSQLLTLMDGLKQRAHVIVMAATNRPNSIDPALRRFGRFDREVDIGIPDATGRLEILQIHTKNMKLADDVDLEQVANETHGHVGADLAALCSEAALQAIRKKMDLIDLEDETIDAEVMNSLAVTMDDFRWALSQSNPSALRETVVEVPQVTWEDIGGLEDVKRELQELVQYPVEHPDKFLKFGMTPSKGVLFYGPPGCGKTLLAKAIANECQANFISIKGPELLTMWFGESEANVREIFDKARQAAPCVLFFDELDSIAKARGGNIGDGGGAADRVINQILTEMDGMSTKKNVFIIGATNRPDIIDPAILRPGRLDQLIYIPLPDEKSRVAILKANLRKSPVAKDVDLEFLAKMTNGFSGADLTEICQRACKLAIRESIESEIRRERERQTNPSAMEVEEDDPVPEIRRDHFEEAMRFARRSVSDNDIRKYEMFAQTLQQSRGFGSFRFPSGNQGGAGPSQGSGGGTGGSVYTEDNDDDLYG
# NPY1 pot ag: potentiates or activates human NPY-Y1 receptor | P25929 | NPY-Y1 expressing cells, potentiator/agonist activation | activation, % at 3.6 µM | actives 0.37% (n = 220,000) | AID 1304; in the data active = activation above about 33%, passing the limit was not always enough;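 note: cells stimulated with NPY at EC10 then isoproterenol at EC100; 0% = low agonist plus stimulus and 100% = saturating agonist plus stimulus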
# RBBP9 inhibitor: human RBBP9 hydrolase inhibition. O75884. recombinant RBBP9, FP-Rh probe fluorescence polarization. inhibition, % at 7.94 µM. actives 0.2% (n = 220,000). AID 1515;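 active = inhibition above the campaign mean of all tested compounds plus 3 SD, cut at about 14% in these data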;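 note: plate controls were DMSO wells with RBBP9 for no effect and wells lacking RBBP9 protein for full effect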
# Target sequence (O75884 whole entry, looked up): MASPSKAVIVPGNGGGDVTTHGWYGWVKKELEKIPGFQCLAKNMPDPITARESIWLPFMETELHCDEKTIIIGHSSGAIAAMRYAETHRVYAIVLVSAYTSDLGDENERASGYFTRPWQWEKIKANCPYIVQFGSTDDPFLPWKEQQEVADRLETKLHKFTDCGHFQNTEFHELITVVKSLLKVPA
#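 system = RBBP9 protein | input = RBBP9 at 2.5 µM in dispensed solution, before mixing | measured by = fluorescence polarization (mP), excitation 525 nm, emission 598 nm | incubation = enzyme-compound preincubation 30 min, then probe labeling 45 min, 25 °C | buffer or medium = Tris-NaCl-Pluronic buffer, pH 8.0 | compound = single dose 7.94 µM | also added = FP-Rh probe, 375 nM dispensing solution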
# Active calls of the source: *; · = not tested or not shown.
# The line under a structure holds: Runt-SMMHC FRET	Runt-CBFb FRET	MDM2 E3 inh	Hck Nef HTS	NPY Y1 blocker	NPY2 pot ag	p97 inhibitor	NPY1 pot ag	RBBP9 inhibitor
CCn1nc(C(=O)Nc2ccc(C)c(C)c2)c(Cl)c1Cl
    -11	-1	-12	1	2	1	2	21	0
O=C(N=Nc1c(O)[nH]c2ccccc12)c1cc(-c2ccc(F)cc2)n[nH]1
    -7	-1	-13	22	-1	4	-4	-12	-9
COc1cc2ccccc2c2c1CCCC2=O
    -8	1	-3	13	6	-11	-2	-23	-4
COc1cc(OC)c(C(=O)NC2CCCCCC2)cc1OC
    1	0	-10	2	0	-6	-8	-17	4
CCC(=O)Nc1ccc(Cl)c(NC(=O)c2cccc(OC)c2)c1
    -2	-1	-7	7	-4	-5	0	-14	-4
O=C1COc2ccccc2N1Cc1ccccc1Cl
    -4	-3	-11	3	6	2	-2	-2	-6
COc1ccc(NC(=O)Cn2c(=O)c(C)nc3ccccc32)cc1Cl
    -1	0	-4	8	·	23	3	-1	-9
CCc1ccc(S(=O)(=O)/N=C2\C=CC(=O)c3ccccc32)cc1
    -6	8	-5	38	-5	-8	4	6	10
Cc1ccc(C(=O)CCNc2ccc(Cl)cc2)o1
    0	2	-4	2	-3	-10	1	17	2
COc1ccc(-c2nc(C)sc2C)cc1
    -4	2	6	1	9	1	3	8	4
COc1ccc(C(=O)NCCCN2CCOCC2)cc1OC
    -4	-1	-33	0	1	-9	-2	-10	-1
O=C(NCCCN1CCN(c2cccc(Cl)c2)CC1)c1cccc(N2CCCC2=O)c1
    0	0	-7	-1	5	-4	-1	8	-4
O=C(CSc1nnc(-c2ccncc2)n1-c1ccccc1Cl)Nc1ccc(C(=O)O)cc1
    -1	0	2	19	-2	13	3	11	-10
O=S(=O)(c1cc(Cl)ccc1Cl)N1CCCCC1
    -5	-3	-6	0	5	-2	2	-6	-6
CCOC(=O)Nc1ccc(S(=O)(=O)NCCCN2CCOCC2)cc1
    1	-3	-2	1	1	14	3	11	-2
Cc1ccc(O)c(NC(=O)/C=C/C(=O)O)c1
    5	4	·	4	-3	-10	7	-2	8
CCC(=O)c1ccc(N2CCN(C(=O)c3cc([N+](=O)[O-])ccc3N3CCN(C)CC3)CC2)c(F)c1
    0	-1	-4	-2	1	-9	-4	-19	-9
COCCn1c(=NC(=O)c2cc3ccccc3oc2=O)sc2cc(S(N)(=O)=O)ccc21
    8	-10	6	3	-1	6	4	11	-10
COc1cc(C2c3c(-c4ccccc4)n[nH]c3C(=O)N2c2ccc(C(=O)O)cc2)ccc1O (stereo unspecified)
    -8	3	-7	0	2	-4	11	-4	-5
COc1cc(C(C)=O)ccc1COc1ccc(C(=O)OCC(N)=O)cc1OC
    2	0	·	-1	1	2	3	-7	-7
CCOC(=O)c1sc(NC(=O)CSc2nnnn2-c2ccccc2)c(C(=O)OCC)c1C
    3	1	-6	-2	3	-4	5	10	1
O=C(CNC(=O)c1ccc(-c2ccccc2)cc1)OCc1ccc(Cl)cc1
    -2	1	-9	2	3	-19	2	-11	-10
O=C(CCn1c(=O)c2ccccc2n(Cc2cccnc2)c1=O)NCc1ccc2c(c1)OCO2
    2	1	-7	3	0	-12	0	0	-5
S=c1[nH]c(-c2ccccc2)cn1/N=C/c1cccc2ccccc12
    -12	29	3	27	4	9	1	4	-6
Cc1ccc(C2C(C(=O)c3cc4ccccc4o3)=C(O)C(=O)N2CCN2CCOCC2)o1 (stereo unspecified)
    -6	2	9	-2	3	10	4	1	-2
CCC(Br)C(=O)Nc1ccc(OC)cc1 (stereo unspecified)
    -3	-1	1	7	3	6	2	-4	-7
NC(=S)Nc1nc2ccccc2[nH]c1=O
    2	5	-29	-2	5	-15	0	-19	-8
O=C1C2ON(c3ccccc3)C(c3ccccn3)C2C(=O)N1c1ccc(Br)cc1 (stereo unspecified)
    -1	-2	-5	0	3	-8	0	-2	-1
COc1ccc(NC(=O)COC(=O)c2ccc(Br)o2)cc1OC
    -2	-3	12	-6	0	0	2	-10	2
O=c1[nH]c2ccccc2c2nc3ccccn3c12
    -3	-2	-10	46	-1	6	4	-6	-6
O=C(CNCc1ccccc1)Nc1ccc(F)cc1
    1	1	-12	-1	-1	0	-3	5	-6
COc1cccc(C(CC(=O)NCc2ccco2)NS(=O)(=O)c2ccc(C)cc2)c1OC (stereo unspecified)
    11	0	-3	-4	4	14	-4	8	-14
CCC(O)C1CCN(Cc2cn(Cc3ccccc3)nc2-c2cc3ccccc3o2)CC1 (stereo unspecified)
    3	2	-13	26	15	-5	4	-19	2
N#CCSc1nnc2ccc3ccccc3n12
    1	3	1	1	-4	13	10	11	4
O=C(C(c1ccccc1)c1ccccc1)N1CCN(Cc2ccco2)CC1
    -1	0	-14	8	4	-2	1	-5	-10
Cc1ccc2nc(SCC(=O)Nc3cc(C)on3)[nH]c2c1
    -2	0	5	-1	6	-19	0	-2	-2
O=C(NCCN1C(=O)CSC1=O)C1CC(=O)N(c2ccccc2)C1 (stereo unspecified)
    -2	5	-13	4	2	9	6	-3	-1
O=C(O)c1cccnc1SCC(=O)N1CCCCCC1
    1	0	4	3	-2	-13	1	8	-3
CCCn1nnc(NC(=O)COc2ccccc2Cl)n1
    0	1	-4	6	4	5	-1	-11	-8
COc1ccc(/C(C)=N/Nc2ccc(C(=O)O)cc2)cc1OC
    -2	1	·	4	2	6	4	-12	-8
CCN1CCN(C(=O)C2CC(c3ccc(F)cc3)=NO2)CC1 (stereo unspecified)
    4	2	-22	-8	-1	12	-4	5	-6
O=C1/C(=C/c2cccnc2)Sc2ccccc21
    -36	·	-6	6	2	-26	0	-7	1
Cc1ccccc1NC(=O)Nc1ccccc1N1CCCCC1
    -6	0	-13	9	·	-16	1	7	-9
COc1ccc(/C=N/NC(=O)Nc2nonc2N)cc1
    -3	-5	3	6	-1	0	5	-2	8
C=C(C)c1ccc(C(C)(C)NC(=O)N(Cc2ccccc2)Cc2ccco2)cc1
    1	-2	-3	4	19	-11	-4	-31	-6
Cn1c(SCC(=O)Nc2cccc(Br)c2)nnc1-c1cc2ccccc2o1
    -8	0	-19	4	11	-2	-1	-6	-1
COc1ccccc1CNC(=O)c1n[nH]c2ccccc12
    -6	1	-16	3	·	-10	6	11	-3
CC1=C(C(=O)Nc2ccccc2C)C(c2ccc(C)o2)n2c(s/c(=C/c3ccccc3)c2=O)=N1 (stereo unspecified)
    -9	4	-5	2	7	-2	-1	-19	-1
S=c1[nH]nc(-c2ccco2)n1/N=C/c1ccccn1
    8	10	-13	3	5	2	2	-16	1
COc1ccc(CCC(=O)NCc2cn3ccsc3n2)cc1
    ·	·	·	12	4	-2	4	4	-1
O=C(CSc1nnc(-c2cccnc2)n1CCc1ccccc1)N1CCCCC1
    3	-2	5	-1	2	-1	-4	-6	-5
Cc1sc(NC(=O)C2CCCC2)c(C#N)c1C
    8	5	0	32	3	-8	-1	-9	-10
Cc1nn(Cc2ccc(F)cc2)c2sc(C(=O)Nc3nccs3)cc12
    -2	0	-9	4	1	-3	1	-19	-9
Cc1cc(F)ccc1NCc1ccncc1
    1	-1	-5	-1	2	-4	9	8	-4
CC(c1ccco1)N(C(=O)C12CC3(C)CC(C)(CC(C)(C3)C1)C2)c1ccccn1 (stereo unspecified)
    -4	-4	-22	-12	2	-4	2	5	4
COc1ccc(NC(=O)Cc2c[nH]c3ccccc23)cc1S(=O)(=O)N1CCCCC1
    3	-2	-2	-44	-5	-3	7	16	-8
CC1=NCCN1CCNC(=O)Nc1ccc(F)cc1
    2	1	-4	-14	·	4	6	28	-8
CC1CCCCC1NC(=O)C1CCN(S(=O)(=O)N2CCOCC2)CC1 (stereo unspecified)
    3	-1	-11	-1	6	4	-4	16	-7
Cc1ccc(C(CC(=O)O)Nc2nc(N3CCOCC3)nc(N3CCOCC3)n2)cc1 (stereo unspecified)
    -1	-2	-5	0	0	-10	-2	-6	-9
OCCN(Cc1ccccc1)Cc1cccc(F)c1
    0	-1	-10	0	-5	-1	-5	1	-2

# Further results follow.
# The line under a structure holds: Runt-SMMHC FRET	Runt-CBFb FRET	MDM2 E3 inh	Hck Nef HTS	NPY Y1 blocker	NPY2 pot ag	p97 inhibitor	NPY1 pot ag	RBBP9 inhibitor
CCCCP(=O)(CCCC)Cc1ccccc1O
    0	-1	-4	1	4	-12	-2	19	-3
COc1ccc(-c2noc(CN(C(=O)C(C)(C)C)C(C)C)n2)cc1
    -3	-3	2	1	-1	-7	-6	-16	-5
COC(=O)CCC(=O)N1CN2CN(C(=O)CCC(=O)OC)CC([N+](=O)[O-])(C2)C1
    -6	5	-6	4	·	2	9	3	0
OC1CCN(C(c2ccc3ncccc3c2)c2nnnn2C2CCCCC2)CC1 (stereo unspecified)
    4	0	-19	5	-4	-12	2	-32	8
O=c1cnn(-c2ccc(Cl)cc2Cl)c(-c2ccccc2)c1
    2	-1	·	-17	-6	8	6	-6	-9
CCCCCN(C(=O)NC(=O)NC(C)CC)S(C)(=O)=O (stereo unspecified)
    -1	-2	-8	-1	2	-6	-2	1	-12
Cc1ccc(OCCCC(=O)Nc2ccc(S(N)(=O)=O)cc2)cc1
    -3	0	2	22	-1	-9	4	21	-4
CCN(CC)C(=O)Cn1cnc([N+](=O)[O-])n1
    4	11	-1	-1	3	-6	5	1	-9
COc1cc(NC(=O)Cn2c(=O)n(-c3cccc(C)c3)c(=O)c3c(C)c(C)sc32)cc(OC)c1
    -2	-3	-3	5	6	-12	1	3	-4
CC(C)N1CCNCC1
    2	0	-90	17	-2	-4	-6	5	-11

# Shown with tabs: entries from further up
SMILES	Runt-SMMHC FRET	Runt-CBFb FRET	MDM2 E3 inh	Hck Nef HTS	NPY Y1 blocker	NPY2 pot ag	p97 inhibitor	NPY1 pot ag	RBBP9 inhibitor
Cc1ccc(OCCCC(=O)Nc2ccc(S(N)(=O)=O)cc2)cc1	-3	0	2	22	-1	-9	4	21	-4
OC1CCN(C(c2ccc3ncccc3c2)c2nnnn2C2CCCCC2)CC1 (stereo unspecified)	4	0	-19	5	-4	-12	2	-32	8
